PLK1 PBD inh – qHTS for Inhibitors of PLK1-PDB (polo-like kinase 1 - polo-box domain): Primary Screen; AID 720504, 2013; 360,000 compounds, 2.8% hits; Potency, µM, inactives show max response, negative = inhibition, hits mostly inhibitors; Plk1 PBD binding of FITC phosphopeptide, fluorescence polarization; note: potency is the fitted concentration of half-maximal effect; series mostly up to about 57 µM; % is set by controls: 0 for no effect and ±100 for the full control effect; nearly all actives have a fitted effect of over 65% in size
EPAC1 antag – qHTS for Antagonist of cAMP-regulated guanine nucleotide exchange factor 3 (EPAC1): primary screen | Rap guanine nucleotide exchange factor 3 (Homo sapiens), O95398 | EPAC1 GEF assay, Rap1b-BODIPY-GDP exchange fluorescence | Potency, µM (highest dose often 115 µM), without a hit: top-dose activity change, negative = inhibition, usual class: inhibitors | 360,000 compounds, 0.14% hits;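 note: potency is the fitted concentration of half-maximal effect; plate controls were vehicle for no effect and positive control for full effect; nearly all actives have a fitted effect of over 50% in size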
PI5P4K alpha inh – qHTS for Inhibitors of phosphatidylinositol 5-phosphate 4-kinase (PI5P4K); Phosphatidylinositol 5-phosphate 4-kinase type-2 alpha (Homo sapiens), P48426; PI5P4Kalpha enzyme, ADP-Glo luminescence, 60 min; stronger effect = lower value; max response, %; 330,000 compounds, 1.2% hits; AID 652105, 2013; active = max response of -50% or lower; inconclusive = between -30% and -50%; inactive = -30% or higher; note: value at the top dose of about 77 µM; % is set by controls: 0 for no effect and ±100 for the full control effect
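qHTS, 1536-well: enzyme/substrate mix, compound by pin tool, 5 microM ATP final; RT 60 min; ADP-Glo reagents 1 (45 min) then 2 (30 min); luminescence.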
WRN inhibitor – qHTS for Inhibitors of WRN Helicase; WRN helicase unwinding, fluorescent forked duplex, kinetic; Potency, µM (top dose mostly 114 µM), inactives show at the highest dose activity change, negative = inhibition, actives largely listed as inhibitors; 360,000 compounds, 0.46% hits; note: potency is the fitted concentration of half-maximal effect; % is set by controls: 0 for no effect and ±100 for the full control effect; nearly all actives have a fitted effect of over 55% in size
Target sequence (Q14191 whole entry, looked up): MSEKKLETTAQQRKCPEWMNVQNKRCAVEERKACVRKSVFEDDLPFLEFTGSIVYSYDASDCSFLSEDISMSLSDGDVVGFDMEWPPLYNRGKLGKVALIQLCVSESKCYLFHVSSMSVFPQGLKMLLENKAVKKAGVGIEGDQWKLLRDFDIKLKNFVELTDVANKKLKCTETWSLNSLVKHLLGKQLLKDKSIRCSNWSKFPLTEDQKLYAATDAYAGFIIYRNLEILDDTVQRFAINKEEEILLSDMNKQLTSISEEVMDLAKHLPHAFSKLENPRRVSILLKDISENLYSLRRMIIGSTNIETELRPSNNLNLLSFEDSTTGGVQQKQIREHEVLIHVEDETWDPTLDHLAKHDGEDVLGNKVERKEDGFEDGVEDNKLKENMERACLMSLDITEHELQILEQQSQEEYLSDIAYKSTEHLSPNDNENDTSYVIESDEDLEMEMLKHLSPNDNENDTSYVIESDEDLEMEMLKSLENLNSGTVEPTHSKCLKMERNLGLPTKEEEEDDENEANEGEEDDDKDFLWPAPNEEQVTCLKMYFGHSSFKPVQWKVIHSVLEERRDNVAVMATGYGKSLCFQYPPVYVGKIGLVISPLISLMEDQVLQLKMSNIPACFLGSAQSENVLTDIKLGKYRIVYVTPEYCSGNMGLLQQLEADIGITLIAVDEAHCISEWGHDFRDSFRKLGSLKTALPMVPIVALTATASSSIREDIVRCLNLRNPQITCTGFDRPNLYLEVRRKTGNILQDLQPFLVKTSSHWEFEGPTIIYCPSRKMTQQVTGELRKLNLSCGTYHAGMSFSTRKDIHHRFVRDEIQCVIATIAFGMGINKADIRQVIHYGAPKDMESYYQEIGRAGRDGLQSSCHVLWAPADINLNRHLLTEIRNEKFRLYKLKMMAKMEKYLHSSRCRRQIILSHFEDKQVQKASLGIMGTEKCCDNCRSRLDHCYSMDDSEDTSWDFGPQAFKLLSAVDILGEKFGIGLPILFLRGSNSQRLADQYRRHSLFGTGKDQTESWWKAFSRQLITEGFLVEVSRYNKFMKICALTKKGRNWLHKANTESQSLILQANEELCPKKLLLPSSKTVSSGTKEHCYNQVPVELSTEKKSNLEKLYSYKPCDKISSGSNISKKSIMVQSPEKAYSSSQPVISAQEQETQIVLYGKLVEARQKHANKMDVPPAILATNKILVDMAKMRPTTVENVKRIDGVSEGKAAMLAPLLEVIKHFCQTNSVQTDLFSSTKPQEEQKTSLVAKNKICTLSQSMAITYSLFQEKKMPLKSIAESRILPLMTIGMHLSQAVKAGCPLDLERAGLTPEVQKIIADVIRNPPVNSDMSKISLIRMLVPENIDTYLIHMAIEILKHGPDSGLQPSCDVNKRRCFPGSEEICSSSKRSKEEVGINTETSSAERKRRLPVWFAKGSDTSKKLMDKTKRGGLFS
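WRN at 20 nM final preincubated with compound 15 min at room temperature; reaction started with 100 nM fluorophore/quencher forked duplex oligonucleotide and 2 mM ATP final. Unwinding followed kinetically by red fluorescence (ex 525, em 598 nm).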
Abeta rescue – qHTS for compounds that reverse cellular toxicity of Amyloid beta (A-beta) peptide in yeast: Primary Screen | yeast expressing A-beta42, growth rescue, OD600, 48 h; response scale: 0% DMSO, 100% iron-clioquinol control | 410,000 compounds, 0.063% hits | Potency, µM (series often up to 46.1 µM), for inactives: at the highest dose growth rescue, usual class: activators; note: potency is the fitted concentration of half-maximal effect; nearly all actives have a fitted effect of over 55% in size
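Growth rescue measured by 600 nm absorbance after 48 h yeast culture at 30 C with compound. Values normalized between DMSO and an equimolar ferric chloride plus clioquinol control.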
FUS yeast rescue – qHTS for Suppressors of FUS Proteinopathy: Primary screen using FUS-linked yeast assay. Potency, µM (top dose mostly 76.6 µM), inactives show at the top dose growth rescue (activation), actives largely listed as activators. AID 1347120, 2019. S. cerevisiae FUS-expressing, growth rescue, OD600, 24 h. 390,000 compounds, 0.24% hits;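 note: potency is the fitted concentration of half-maximal effect; plate controls were DMSO vehicle for no effect and reference control for full effect; nearly all actives have a fitted effect of over 55% in size; some results filed as inactive show a strong effect at the top dose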
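Yeast FUS proteinopathy model; galactose-induced FUS (2%), starting OD 0.005. Cpds in dilution series, 24hr, 30C, 99% humidity. Abs 600 nm growth. Pos ctrl CP55940 (top 92uM final); neg ctrl DMSO.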
EPAC1 ag – qHTS for Agonist of cAMP-regulated guanine nucleotide exchange factor 3 (EPAC1): primary screen. EPAC1 agonist qHTS, biochemical assay; response scale: 100% = response to 6.5 mM cAMP. Potency, µM (highest dose often 154 µM), for the others: at the top dose activation, actives largely listed as activators. Rap guanine nucleotide exchange factor 3 (Homo sapiens), O95398. 360,000 compounds, 0.073% hits; note: potency is the fitted concentration of half-maximal effect; nearly all actives have a fitted effect of over 60% in size
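Normalized to 6.5 mM cAMP, activity reflects EPAC1-catalysed release of BODIPY-GDP from Rap1B, followed kinetically over 30 min at 480 nm excitation, 540 nm emission. Reaction contained 100 nM EPAC1, 250 nM Rap1B-BODIPY-GDP, 50 uM GDP.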
IL2 activator – qHTS of IL-2 Activators | activation, % (series mostly up to about 46 µM) | IL-2 activation reporter assay, cell-based qHTS; stimulated with anti-CD3/CD4/CD28 beads; in transgenic mouse T cells | 360,000 compounds, 0.065% hits | AID 652025, 2013; in the data active = activation above about 50%; inconclusive = mostly about 30% to 49%; note: 0% is about no effect
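Unstimulated transgenic mouse T cells; 60-min compound exposure; bead-based TCR/CD4/CD28 stimulation; 18 h culture, 37 degrees C; dual fluorescence (EGFP, DsRed) plate cytometry.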
The depositor's hits bear a star; ? = inconclusive; . = no result given; & = joins results of further samples; [ ] = dose if it differs, or a comment. Unless noted, calls come from the whole dose curve; as a rule, active = well fitted curve in the direction sought with a large enough effect; inconclusive = small, poorly fitted or top-dose-only effect, or another doubt; inactive = no such curve, though single readings can be large; an effect the other way counts as inactive or inconclusive. Rows are unselected; 4.1% or so of the library scored in one or more.

The opening 2 records (preview)
SMILES	PLK1 PBD inh	EPAC1 antag	PI5P4K alpha inh	WRN inhibitor	Abeta rescue	FUS yeast rescue	EPAC1 ag	IL2 activator
Oc1cccc(C(O)CNCc2ccc(-c3ccccc3)cc2)c1 (stereo unspecified)	-7%	-2%	-11	-2%	-5%	10%	1%	0.2
CCOc1ccccc1NC(=O)CSc1ccc([N+](=O)[O-])cc1	-5%	-3%	1	-2%	-9%	-7%	15%	-0.6

This part in full, previewed entries included:
SMILES	PLK1 PBD inh	EPAC1 antag	PI5P4K alpha inh	WRN inhibitor	Abeta rescue	FUS yeast rescue	EPAC1 ag	IL2 activator
Oc1cccc(C(O)CNCc2ccc(-c3ccccc3)cc2)c1 (stereo unspecified)	-7%	-2%	-11	-2%	-5%	10%	1%	0.2
CCOc1ccccc1NC(=O)CSc1ccc([N+](=O)[O-])cc1	-5%	-3%	1	-2%	-9%	-7%	15%	-0.6
CC(=O)Nc1nnc(SCC(=O)c2ccc(F)cc2)s1	-15%	11%	4	6%	-1%	9%	2%	-4.0
COc1ccc(C)cc1NC(=O)C(=O)NNC(=O)c1ccco1	4%	-27%	-1	-9%	14%	9%	3%	-2.4
COc1ccc(NC(=O)C[C@H]2C(=O)N(c3ccccc3)C[C@@H]2C)cc1	1%	20%	2	8%	-8%	-5%	-5%	2.0
CCC(=O)Nc1sc2c(c1C(N)=O)CCN(C(C)=O)C2	-4%	1%	2	-5%	-4%	-30%	11%	-1.3
CCOC(=O)c1oc2ccccc2c1NC(=O)c1cc(OC)cc(OC)c1	4%	-7%	.	-3%	-8%	8%	-10%	-2.0
CC(CCC(=O)O)(c1ccc(O)cc1)c1ccc(O)cc1	2%	10%	5	-1%	-19%	?	-2%	-0.3
O=c1[nH]ncn1-c1ccccc1	-6%	5%	3	1%	-11%	-4%	4%	0.6
N#Cc1ccc(C23OCCN2CCn2c3c3ccccc3[n+]2[O-])cc1 (stereo unspecified)	-1%	-9%	-10	13%	7%	-4%	-8%	0.2
COc1ccc(CCNC(=O)CN(c2ccc(OC)c(OC)c2)S(C)(=O)=O)cc1	-5%	7%	0	-2%	2%	22%	1%	-1.3
O=C(CCn1c(=S)[nH]c2ccccc2c1=O)N1CCOCC1	-2%	1%	0	-10%	5%	-4%	-2%	-2.4
C=CCn1c(-c2ccccn2)n[nH]c1=S	-1%	-1%	-6	4%	8%	-10%	2%	-0.4
CS(=O)(=O)N(CC(=O)NCc1ccncc1)c1ccc(Cl)c(Cl)c1	-6%	4%	.	3%	6%	21%	-2%	-2.1
Cc1cc(C)c(S(=O)(=O)N2CCN(C(=O)c3ccc4c(c3)OCO4)CC2)c(C)c1	-7%	4%	-2	6%	11%	23%	-1%	-0.8
O=C1NC(=Nc2ccccc2)SC1(CO)CO	-18%	-7%	-6	?	-4%	0%	7%	1.4
COc1ccc(NC(=O)c2cc(C)nc3ccccc23)c(OC)c1	-1%	-12%	9	-2%	-2%	10%	9%	2.8
COc1ccc(/C=C(\NC(=O)c2ccc(OC)cc2)C(=O)N2CCCCC2)cc1	-3%	-19%	1	-1%	17%	21%	1%	-0.1
CC(C)(C)NC(=O)Cn1c(=O)n(CC(=O)NC(C)(C)C)c2ccccc21	-2%	-8%	0	-1%	-3%	1%	5%	-0.5
CCOc1ccccc1CN1CCC(Oc2cccc(C(=O)NCCOC)c2)CC1	-16%	-4%	3	15%	11%	-2%	5%	-2.6
COc1ccc(C2NC(=O)NC(C)=C2C(=O)OC2CCCCC2)cc1 (stereo unspecified)	-2%	16%	0	2%	0%	-12%	1%	-0.5
CC1=CC(C)(C)Nc2ccccc21	-2%&-6%	-14%&7%	6&8	-2%&7%	2%&-8%	-46%&27%	-17%&-8%	-0.4&-0.1
O=C(NCc1ccccn1)c1ccc(NS(=O)(=O)c2cccc(Cl)c2)cc1	-10%	?	4	-35%	-10%	.	4%	-2.4
COc1ccc(S(=O)(=O)NC2CC2)cc1-n1cnnn1	3%	2%	-16	-27%	-7%	6%	-6%	-0.6
CC(=O)/C(C#N)=C1\NC(=O)C(Cc2ccc(C)c(Cl)c2)S1 (stereo unspecified)	-20%	-6%	?	-21%	-95%[inhibitor]	25%	-1%	-0.4
O=C(N/N=C/c1cccc(C(F)(F)F)c1)C1CCN(c2ncc(C(F)(F)F)cc2Cl)CC1	-6%	7%	-1	8%	-5%	8%	-3%	1.0
COc1ccc2c(c1)c(CC(=O)Nc1ccc(C)cc1)c(C)n2C(=O)c1ccc(Cl)cc1	-5%	-6%	20	-4%	7%	?	-2%	0.3
Cc1nc2ccc(NC(=O)C3CCCCC3)cc2s1	-5%	?	3	-10%	-16%	-11%	7%	0.1
Cc1ccc(-c2csc3ncnc(NCCN4CCOCC4)c23)cc1	-5%	-22%	5	-1%	-4%	29%	1%	0.0
O=C(NCCN1CCOCC1)Nc1ccccc1	-1%	?	0	0%	0%	15%	17%	0.5
Cc1c(C(=O)N2CCCC2)sc(NC(=O)c2ccco2)c1C#N	-19%	-10%	-2	-26%	?	8%	0%	-0.5
Cc1cc(C(=O)NNC(=O)c2ccc(Cl)cc2Cl)c(C)o1	-12%	8%	-3	-6%	-5%	10%	9%	0.0
COc1ccc2c(c1)CCc1c-2nc2ccccc2c1N1CCOCC1	-27%	-23%	-9	-18%	2%	11%	6%	-1.1
COc1ccc2oc(C(=O)NCc3ccccc3CN3CCCC3)c(C)c2c1	-10%	-12%	5	1%	5%	16%	-1%	1.3
Cc1ccc(N=Nc2ccc(O)c(P(=O)(c3ccccc3)c3ccccc3)c2)cc1	?	-2%	-5	-3%	8%	27%	-6%	-0.2
Cc1cccc(NC(=O)c2cc(-c3cc(C)ccc3O)n[nH]2)c1	3%	-1%	-3	-8%	-18%	27%	0%	-2.0
Cc1ccn2c(=O)nc(SCC(=O)NCc3ccc(F)cc3)nc2c1	-16%	9%	?	1%[11.6 µM]	1%	26%	4%	-0.2
O=[N+]([O-])c1ccccc1/C=N\Nc1nccs1	-12%	11%	11	2%	-3%	14%	9%	-0.4
Cc1ccc(S(=O)(=O)N2CCOCC2)cc1C(=O)OCC(=O)N1CCc2ccccc2C1	-3%	10%	16	-17%	-9%	.	6%	-4.9
OCC[C@@H]1C[C@H](O)[C@@H](O)[C@@]2(OCc3ccc(CO)cc32)O1	-8%	-7%	4	0%	-18%	-16%	-2%	3.2
OCC1OC(n2cnc3ncccc32)C(O)C1O (stereo unspecified)	-3%	-11%	-5	0%[57.1 µM]	-12%	-24%	-7%	-0.4
COc1ccc(-c2n[nH]c(=S)n2-c2ccc3c(c2)OCCO3)cc1OC	-12%	-8%	-2	-2%	12%	4%	-1%	1.2
O=C(COC(=O)/C=C/c1cccc(F)c1)NC1CCCCC1	0%	-17%	-6	4%	8%	-5%	-6%	-3.4
CN(C(=O)CSc1nc(-c2cccs2)nc2ccccc12)C1CCS(=O)(=O)C1 (stereo unspecified)	-1%	1%	-3	-26%	-2%	4%	5%	-0.2
Cc1c(NS(=O)(=O)c2cccc(C(=O)NCc3ccncc3)c2)c(=O)n(-c2ccccc2)n1C	1%	-7%	3	-9%	?	-1%	-4%	-0.1
COc1ccc(N2CCN(C(=O)c3ccccc3NC(=O)c3ccccc3)CC2)cc1	-6%	-2%	2	-29%	2%	.	13%	-2.3
CC12CCC(C(=O)Nc3ccc(SC(F)F)cc3)(CC1=O)C2(C)C (stereo unspecified)	-24%	-8%	.	-9%[57.1 µM]	5%	-40%[inhibitor]	3%	-2.7
Cc1ccccc1SCC(=O)NCC1(N2CCCCC2)CCCCC1	-22%	2%	2	13%	-2%	-35%	-7%	-1.3
CCOCCCn1c(C)nc2c(c1=O)c1nc3ccccc3nc1n2CCC1=CCCCC1	2%	-1%	-2	-4%	0%	29%	-13%	1.3
Fc1ccccc1Nc1nc(Cl)nc(Cl)n1	19µM*	10%	-14	10%	4%	-15%	4%	0.9
Nc1nc2n(n1)C(c1ccco1)CC(c1ccc(Cl)cc1Cl)N2 (stereo unspecified)	-3%	14%	1	-13%[57.1 µM]	9%	20%	-11%	-0.7
CC(=O)C(c1ccccc1)C(c1ccccc1)C(C)[N+](=O)[O-] (stereo unspecified)	-11%	-25%	-3	-35%	9%	-15%	-1%	1.4
CCCC(=O)N1CCC1(C)C(=O)NS(=O)(=O)c1ccc(F)cc1F (stereo unspecified)	-10%	-17%	-6	-3%	4%	-16%	1%	-0.1
O=C(CSc1nc(C2CC2)nc2ccccc12)N1c2ccccc2Sc2ccc(C(F)(F)F)cc21	-1%	-13%	.	-8%	14%	22%	8%	-2.5
C=CCOc1c2ccc(C(=O)NCCc3ccc(C)cc3)cc2nn1C	-8%	1%	-4	2%	5%	-6%	3%	0.8
C[C@@H]1CN(C(=O)c2ccc(OC3CCN(S(=O)(=O)N(C)C)CC3)cc2)C[C@H](C)O1	-11%	-22%	-3	-29%	-1%	.	13%	-3.9
COc1ccc(S(=O)(=O)N(C)C[C@@H]2OCCCC[C@H](C)Oc3ccc(NC(=O)Nc4ccc(C(F)(F)F)cc4)cc3C(=O)N([C@H](C)CO)C[C@H]2C)cc1	-19%	?	-4	1%	-4%	?	12%	-3.4
O=C(Nc1ccccc1)/C(=C\c1ccc2c(c1)OCO2)NC(=O)c1ccco1	24µM*	3%	.	-10%	3%	2%	-3%	8.9
O=C(CN1C(=O)c2cccc3cccc1c23)N1CCN(Cc2ccc3c(c2)OCO3)CC1	-7%	-6%	-4	10%	-3%	-3%	2%	-0.4
CN(CC(=O)NCc1ccncc1)S(=O)(=O)c1ccc(Br)cc1	-1%	7%	4	-16%	0%	.	0%	-4.0
COc1cc(S(=O)(=O)NC2CCCCC2C)ccc1-n1cnnn1 (stereo unspecified)	-5%	?	1	-9%	-8%	1%	2%	-1.4

Source: PubChem BioAssay
